Screening data as filed in PubChem BioAssay.
Growth percent in the NCI-60 one-dose screen (48 h, 10 µM unless noted): 100 = growth as untreated, 0 = no growth, -100 = all killed.
MCF7: MCF7 breast cancer; 82,000 tested, 6.3% active; AID 1794796
MDA-MB-231: MDA-MB-231 breast cancer; 81,000 tested, 5% active; AID 1794789
LOX IMVI: LOX IMVI melanoma. 79,000 tested, 7.4% active. AID 1794757
MDA-MB-468: MDA-MB-468 breast cancer | 78,000 tested, 8.5% active | AID 2202374
HS 578T: HS 578T breast cancer; 78,000 tested, 4.1% active; AID 1794788
MALME-3M: MALME-3M melanoma; 78,000 tested, 5.8% active
T-47D: T-47D breast cancer. 79,000 tested, 5% active. AID 1794792
BT-549: BT-549 breast cancer. 78,000 tested, 4.4% active
Active calls of the source: *. Rule for the calls: active = growth percent below 10; inactive = the rest.

Results for CS(=O)(=O)c1ccc(-c2nc3ccccc3n2CC(=O)c2n[nH]c(=S)o2)cc1 ?
MCF7: 90; MDA-MB-231: 106; LOX IMVI: 94; MDA-MB-468: 99; HS 578T: 98; MALME-3M: 101; T-47D: 113; BT-549: 107

What do the screens show for `COc1ccccc1C(=O)C(O)c1ccccc1OC` (stereo unspecified)?
MCF7: 95; MDA-MB-231: 103; LOX IMVI: 93; MDA-MB-468: 103; HS 578T: 103; MALME-3M: 100; T-47D: 100; BT-549: 94

Results for S=c1n(CN2CCCC2)nc(-c2ccccc2)n1Cc1ccccc1 ?
MCF7: 99; MDA-MB-231: 108; LOX IMVI: 99; MDA-MB-468: 83; HS 578T: 91; MALME-3M: 98; T-47D: 94; BT-549: 101

Results for COc1cc2c(c(OC)c1OC)C(=O)CC(c1cccc(C(=O)Nc3ccncc3)c1)O2 (stereo unspecified) ?
MCF7: 69; MDA-MB-231: 98; LOX IMVI: 92; MDA-MB-468: 73; HS 578T: 96; MALME-3M: 97; T-47D: 53; BT-549: 101

How did CC(C)[C@@H]1NC(=O)[C@]2(C)CSC(=N2)c2ccnc(c2)CNC(=O)C[C@@H](/C=C/CCS)OC1=O do in these assays?
MCF7: 16; MDA-MB-231: 12; LOX IMVI: -95*; MDA-MB-468: 43; HS 578T: 9.9*; MALME-3M: 15; T-47D: -25*; BT-549: 43

How did Cc1ccc(-c2nc(C#N)c(S(=O)(=O)N3CCN(S(=O)(=O)c4ccc(Cl)cc4)CC3)o2)cc1 do in these assays?
MCF7: 76; MDA-MB-231: 91; LOX IMVI: 0.2*; MDA-MB-468: 62; HS 578T: 65; MALME-3M: 79; T-47D: 92; BT-549: 100

How did CCOC(=O)/C=C/c1nc(C#N)c(N(C)C)o1 do in these assays?
MCF7: 88; MDA-MB-231: 93; LOX IMVI: 103; MDA-MB-468: 101; HS 578T: 104; MALME-3M: 98; T-47D: 85; BT-549: 96

Results for CC/C(=C(\CC)c1ccc(OC)cc1)c1ccc(OC)cc1 ?
MCF7: 115; MDA-MB-231: 89; LOX IMVI: 90; MDA-MB-468: 79; HS 578T: 91; MALME-3M: 79; T-47D: 86; BT-549: 106

Results for C=CCNc1ccccc1 ?
MCF7: 87; MDA-MB-231: 87; LOX IMVI: 94; MDA-MB-468: 108; HS 578T: 110; MALME-3M: 124; T-47D: 103; BT-549: 99

Results for O=C(N[C@@H]1CCCc2ccccc21)[C@H](CCC(=O)N1CCN(C2CCCCC2)CC1)N1C(=O)[C@@H](N2C(=O)OC[C@@H]2c2ccccc2)[C@H]1/C=C/c1ccccc1 ?
MCF7: 17; MDA-MB-231: 16; LOX IMVI: -40*; MDA-MB-468: -35*; HS 578T: 48; MALME-3M: -41*; T-47D: 44

Results for NC(CSC(c1ccccc1)(c1ccccc1)c1ccccc1)C(=O)O (stereo unspecified) ?
MCF7: 2.6*; MDA-MB-231: 4.8*; LOX IMVI: 38; MDA-MB-468: 33; MALME-3M: 51; T-47D: 16; BT-549: 47

How did CCN1CCN(Cc2ccc(C(=O)Nc3nc4ccc(Oc5ccnc(C(=O)NC)c5)cc4s3)cc2C(F)(F)F)CC1 do in these assays?
MCF7: 16; MDA-MB-231: 52; LOX IMVI: -12*; MDA-MB-468: 36; HS 578T: 52; MALME-3M: -5.3*; T-47D: 19; BT-549: 45

What do the screens show for `Cc1onc(-c2ccccc2)c1C(=O)Nc1sc(C(C)C)cc1C(N)=O`?
MCF7: 92; MDA-MB-231: 88; LOX IMVI: 91; MDA-MB-468: 94; MALME-3M: 104; T-47D: 74; BT-549: 95

How did O=C(COc1ccc(/C=C2\C(=O)Nc3cc(Cl)ccc32)cc1)NC1CCCCC1 do in these assays?
MCF7: 57; MDA-MB-231: 84; LOX IMVI: 90; MDA-MB-468: 83; HS 578T: 72; MALME-3M: 123; T-47D: 75; BT-549: 90

What do the screens show for `O=c1c2ccccc2[nH]c2c3c(cn12)nc1ccccn13`?
MCF7: 113; MDA-MB-231: 86; LOX IMVI: 95; HS 578T: 110; MALME-3M: 104; T-47D: 103; BT-549: 114

Results for COc1ccc(-n2c(SCc3cc(OC)c(OC)c(OC)c3)nc3cc(OC)c(OC)cc3c2=O)cc1 ?
MCF7: 90; MDA-MB-231: 97; LOX IMVI: 95; MDA-MB-468: 102; HS 578T: 88; MALME-3M: 107; T-47D: 99; BT-549: 88

Results for CCN(CC)S(=O)(=O)c1ccc(S(=O)(=O)N2CCC[C@@H](C(=O)N3CCN(c4nc(C(C)C)no4)CC3)C2)cc1 ?
MCF7: 51; MDA-MB-231: 81; LOX IMVI: 54; MDA-MB-468: 12; HS 578T: 83; MALME-3M: 85; T-47D: 43; BT-549: 63

What do the screens show for `O=C1c2cccc3cccc(c23)C(=O)N1Nc1nc(Nc2ccc(F)cc2)nc(N2CCOCC2)n1`?
MCF7: 95; MDA-MB-231: 97; LOX IMVI: 89; MDA-MB-468: 106; HS 578T: 99; MALME-3M: 97; T-47D: 101; BT-549: 104

What do the screens show for `O=C(Cc1ccccc1)Nc1ccc(-c2nc3ccccc3c(=O)[nH]2)cc1`?
MCF7: 85; MDA-MB-231: 82; LOX IMVI: 94; MDA-MB-468: 77; HS 578T: 64; MALME-3M: 95; T-47D: 83; BT-549: 91

How did CNc1cc(S(=O)(=O)O)ccc1C do in these assays?
MCF7: 103; MDA-MB-231: 104; LOX IMVI: 104; MDA-MB-468: 105; HS 578T: 102; T-47D: 99; BT-549: 92

Results for COC(=O)c1cc(-c2ccc(Cl)c(Cl)c2)[nH]c(=O)c1C#N ?
MCF7: 89; LOX IMVI: 101; MDA-MB-468: 100; HS 578T: 75; MALME-3M: 89; BT-549: 104

How did CCOC(=O)c1cc(C(=O)c2cc(OC)c(OC)c(OC)c2)n2ncccc12 do in these assays?
MCF7: 20; MDA-MB-231: 31; LOX IMVI: 43; MDA-MB-468: -11*; HS 578T: 31; MALME-3M: 45; T-47D: 58; BT-549: 37

Results for O=C(NCc1ccc(Cn2c(=O)sn(-c3ccccc3)c2=O)cc1)OCc1ccc2cccc(O)c2n1 ?
MCF7: -43*; MDA-MB-231: -46*; LOX IMVI: -95*; MDA-MB-468: -73*; HS 578T: -1.4*; MALME-3M: -69*; T-47D: -42*; BT-549: -85*

How did COC(=O)c1c(C(=O)OC)c2c3ccccc3c3ccccc3n2c1C(=O)C(F)(F)F do in these assays?
MCF7: 92; MDA-MB-231: 82; LOX IMVI: 88; MDA-MB-468: 92; HS 578T: 99; MALME-3M: 104; T-47D: 101; BT-549: 106

Some of these compounds in order of SMILES length, lowest first.
What do the screens show for `Cc1onc(-c2ccccc2)c1C(=O)Nc1sc(C(C)C)cc1C(N)=O`?
MCF7: 92; MDA-MB-231: 88; LOX IMVI: 91; MDA-MB-468: 94; MALME-3M: 104; T-47D: 74; BT-549: 95

How did COC(=O)c1c(C(=O)OC)c2c3ccccc3c3ccccc3n2c1C(=O)C(F)(F)F do in these assays?
MCF7: 92; MDA-MB-231: 82; LOX IMVI: 88; MDA-MB-468: 92; HS 578T: 99; MALME-3M: 104; T-47D: 101; BT-549: 106

What do the screens show for `O=C1c2cccc3cccc(c23)C(=O)N1Nc1nc(Nc2ccc(F)cc2)nc(N2CCOCC2)n1`?
MCF7: 95; MDA-MB-231: 97; LOX IMVI: 89; MDA-MB-468: 106; HS 578T: 99; MALME-3M: 97; T-47D: 101; BT-549: 104

Further entries follow.
How did C/C(Cc1ccc(Cl)cc1)=C(\c1ccc(O)cc1)c1ccc(Cl)cc1 do in these assays?
MCF7: 102; MDA-MB-231: 97; LOX IMVI: 90; MDA-MB-468: 101; HS 578T: 100; MALME-3M: 83; T-47D: 82; BT-549: 98

How did CC(=O)OCC1CSCC1COC(C)=O (stereo unspecified) do in these assays?
MCF7: 111; MDA-MB-231: 106; LOX IMVI: 112; MDA-MB-468: 99; MALME-3M: 105; T-47D: 103; BT-549: 119

Results for CC1=C(CCC(C)N)C(C)(C)CCC1 (stereo unspecified) ?
MCF7: 109; MDA-MB-231: 71; LOX IMVI: 91; MDA-MB-468: 108; HS 578T: 81; MALME-3M: 107; T-47D: 93; BT-549: 103

How did O=C1CC(c2cccc(F)c2)c2cnn(Cc3ccc4c(c3)OCO4)c2N1 (stereo unspecified) do in these assays?
MCF7: 98; MDA-MB-231: 81; LOX IMVI: 97; MDA-MB-468: 92; HS 578T: 94; MALME-3M: 100; T-47D: 64; BT-549: 86

Results for CCOC(=O)c1c(C)oc2ncnc(Nc3ccc(OCc4ccccn4)c(Cl)c3)c12 ?
MCF7: 100; MDA-MB-231: 92; LOX IMVI: 99; MDA-MB-468: 98; HS 578T: 102; MALME-3M: 102; T-47D: 102; BT-549: 78

Results for CCN(C)S(=O)(=O)Nc1cccc(Nc2ncnc3cc(NC(=O)CCl)ccc23)c1Cl ?
MCF7: -5.7*; MDA-MB-231: -38*; LOX IMVI: -79*; MDA-MB-468: 9.8*; HS 578T: 13; MALME-3M: -52*; T-47D: 16; BT-549: -4.0*

Results for COc1ccc(/C=N/NC(=O)c2cnn(CC(O)c3ccccc3)c2N)cc1OCc1ccccc1 (stereo unspecified) ?
MCF7: 50; MDA-MB-231: 81; LOX IMVI: 69; MDA-MB-468: 75; HS 578T: 85; MALME-3M: 84; T-47D: 20; BT-549: 74

Results for COc1ccc(NC(=O)Nc2ccc(OCC(=O)c3ccc(Cl)cc3)cc2)cc1 ?
MCF7: 89; MDA-MB-231: 113; LOX IMVI: 25; MDA-MB-468: 97; HS 578T: 105; MALME-3M: 102; T-47D: 95; BT-549: 116

What do the screens show for `O=C(Nc1ccc(S(=O)(=O)N2CCSCC2)cc1)C(Cl)Cl`?
MCF7: 86; MDA-MB-231: 111; LOX IMVI: 92; MDA-MB-468: 77; HS 578T: 104; MALME-3M: 104; T-47D: 92; BT-549: 98

What do the screens show for `O=c1[nH]c(CN/N=C/c2ccc(Cl)cc2)nc2ccccc12`?
MCF7: 89; MDA-MB-231: 95; LOX IMVI: 98; MDA-MB-468: 100; HS 578T: 90; MALME-3M: 98; T-47D: 87; BT-549: 106

What do the screens show for `Sc1cccc2cccnc12`?
MCF7: 27; MDA-MB-231: 34; LOX IMVI: 7.9*; MDA-MB-468: 30; HS 578T: 72; MALME-3M: 11; T-47D: 40; BT-549: 48

How did C=CCNC(=S)n1nc(SC)c(C(=O)OCC)c1N do in these assays?
MCF7: 91; MDA-MB-231: 104; LOX IMVI: 107; MDA-MB-468: 127; MALME-3M: 113; T-47D: 87; BT-549: 101

Structural class, the entries above with an aryl thioether with sulfur outside any ring
Results for COc1ccc(-n2c(SCc3cc(OC)c(OC)c(OC)c3)nc3cc(OC)c(OC)cc3c2=O)cc1 ?
MCF7: 90; MDA-MB-231: 97; LOX IMVI: 95; MDA-MB-468: 102; HS 578T: 88; MALME-3M: 107; T-47D: 99; BT-549: 88

How did C=CCNC(=S)n1nc(SC)c(C(=O)OCC)c1N do in these assays?
MCF7: 91; MDA-MB-231: 104; LOX IMVI: 107; MDA-MB-468: 127; MALME-3M: 113; T-47D: 87; BT-549: 101

Other results.
How did Cc1ccc(-c2nc3ccc(C(=O)N=Nc4c(O)[nH]c5ccccc45)cc3[nH]2)cc1 do in these assays?
MCF7: 92; MDA-MB-231: 101; LOX IMVI: 103; MDA-MB-468: 108; HS 578T: 108; MALME-3M: 107; T-47D: 99; BT-549: 121

Results for COc1ccccc1-n1c(-c2cc3ccccc3nc2Cl)noc1=O ?
MCF7: 80; MDA-MB-231: 73; LOX IMVI: 89; MDA-MB-468: 39; HS 578T: 84; MALME-3M: 73; T-47D: 61; BT-549: 86

What do the screens show for `c1cc2[nH]ncc2cc1-c1nc2ccc3[nH]ncc3c2c2c1CCC2`?
MCF7: 32; MDA-MB-231: 70; LOX IMVI: 40; MDA-MB-468: 3.9*; HS 578T: 15; MALME-3M: 47; T-47D: 57; BT-549: 38

What do the screens show for `COC(=O)CC(N)C(=O)OC` (stereo unspecified)?
MCF7: 102; MDA-MB-231: 111; LOX IMVI: 96; MDA-MB-468: 104; HS 578T: 108; MALME-3M: 105; T-47D: 108; BT-549: 105

How did O=C(Sc1ccccc1C(=S)S)c1cccnc1 do in these assays?
MCF7: 110; MDA-MB-231: 110; LOX IMVI: 95; MDA-MB-468: 109; HS 578T: 98; MALME-3M: 102; T-47D: 102; BT-549: 107

Results for Cc1cc(=O)[nH]c(NN=C2CCCC2)n1 ?
MCF7: 104; MDA-MB-231: 102; LOX IMVI: 110; MDA-MB-468: 116; HS 578T: 121; MALME-3M: 108; T-47D: 103; BT-549: 122

How did CCN(CC)Cc1cc(C(C)(C)C)cc(-c2ccccc2)c1O do in these assays?
MCF7: 89; MDA-MB-231: 110; LOX IMVI: 101; MDA-MB-468: 99; HS 578T: 85; MALME-3M: 109; T-47D: 98; BT-549: 106

What do the screens show for `COc1ccc2[nH]c(=O)cc(NNC(=S)Nc3ccccc3)c2c1`?
MCF7: 88; MDA-MB-231: 97; LOX IMVI: 97; MDA-MB-468: 95; HS 578T: 98; MALME-3M: 104; T-47D: 85; BT-549: 92

Results for C=CCn1cc(-c2nc3ccccc3s2)c2cc(-c3ccc4c5c(cccc35)C(=O)N(CCN3CCNCC3)C4=O)ccc21 ?
MCF7: -66*; MDA-MB-231: 60; LOX IMVI: 78; MDA-MB-468: 88; HS 578T: 92; MALME-3M: 55; T-47D: 82; BT-549: 91

What do the screens show for `CCCCCCCCCCCCCCCCOc1ccc(S(=O)(=O)NC(C)(C)C)cc1[N+](=O)[O-]`?
MCF7: 107; MDA-MB-231: 96; LOX IMVI: 97; MDA-MB-468: 107; HS 578T: 109; MALME-3M: 83; T-47D: 105; BT-549: 110
